MsrA inhibitor – inhibitors of bovine MsrA | purified bovine MsrA, absorbance read-out | AID 651718 | 360,000 compounds, 0.75% hits | inhibition, % at 15.5 µM; in the data active = inhibition above about 4.5%;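 note: 0% = vehicle wells with enzyme and 100% = reference inhibitor wells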
Tb MetRS inh – Trypanosoma brucei MetRS inhibition. inhibition, % at 11.9 µM. purified T. brucei MetRS, ATP depletion, Kinase-Glo luminescence. AID 624268. 360,000 compounds, 0.4% hits;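 active = inhibition above a per-plate cutoff of the control wells' mean inhibition plus 3 SD, cut at about 5.5% in these data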;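 note: 0% = DMSO wells median and 100% = median of wells with control inhibitor compound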
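Dosing: 11.9 µM single point; system: parasite MetRS enzyme; technique: luminescence of leftover ATP; times: 15 min enzyme-compound preincubation, 2 h reaction, 10 min detection, 25 °C; replicates: each compound tested once; read-out basis: percent inhibition relative to median high and low control wells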
STEP inh – STEP (human) phosphatase inhibition; P54829; recombinant STEP, OMFP fluorogenic substrate, fluorescence; inhibition, % at 20 µM; 360,000 compounds, 0.25% hits;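 active = inhibition at 20 µM, scaled per plate between control wells, above about 37%, limit read from the data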;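 note: 0% = DMSO with enzyme and substrate and 100% = substrate only without enzyme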
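Measure: Control-normalized % inhibition with plate pattern correction | Test system: STEP phosphatase, cell-free reaction | Medium: pH 6.0 Bis-Tris with DTT and Tween 20 | Technique: Fluorescence, 480/540 nm | Times: Reaction 20 min, ambient temperature | Doses: Single compound dose of 20 µM, 1% DMSO final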
MsrA act – activates bovine MsrA enzyme | 360,000 compounds, 0.3% hits | activation, % at 10.6 µM | purified bovine MsrA, absorbance read-out; in the data active = activation above about 7.5%;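 note: 0% = vehicle and 100% = reference activator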
LMPTP inh – LMPTP (human) inhibition; P24666; recombinant LMPTP-A, OMFP fluorogenic substrate, fluorescence intensity; inhibition, % at 20 µM; 360,000 compounds, 0.22% hits; AID 651560;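 active = compounds that cut the enzyme signal by at least half of the control window in the single-dose screen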;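 note: plate controls were DMSO wells with enzyme plus substrate for no effect and substrate without enzyme for full effect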
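material = LMPTP-A | quantity = 0.625 nM enzyme | reagent = OMFP substrate, 400 µM final | buffer or medium = Bis-Tris pH 6.0, DTT, detergent | detection = endpoint fluorescence intensity from OMFP dephosphorylation | dosing = single 20 µM dose | read-out basis = % inhibition relative to no-enzyme and uninhibited control wells | control set = no-enzyme and uninhibited controls | timing = 50 min at room temperature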
eLon inh – inhibitors of E. coli Lon protease; P0A9M0; purified E. coli Lon protease, fluorescence polarization; inhibition, % at 7.94 µM; 360,000 compounds, 0.42% hits; in the data active = inhibition above about 13%, passing the limit was not always enough;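 note: 0% = enzyme with probe and DMSO and 100% = no enzyme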
Target sequence (P0A9M0 whole entry, looked up): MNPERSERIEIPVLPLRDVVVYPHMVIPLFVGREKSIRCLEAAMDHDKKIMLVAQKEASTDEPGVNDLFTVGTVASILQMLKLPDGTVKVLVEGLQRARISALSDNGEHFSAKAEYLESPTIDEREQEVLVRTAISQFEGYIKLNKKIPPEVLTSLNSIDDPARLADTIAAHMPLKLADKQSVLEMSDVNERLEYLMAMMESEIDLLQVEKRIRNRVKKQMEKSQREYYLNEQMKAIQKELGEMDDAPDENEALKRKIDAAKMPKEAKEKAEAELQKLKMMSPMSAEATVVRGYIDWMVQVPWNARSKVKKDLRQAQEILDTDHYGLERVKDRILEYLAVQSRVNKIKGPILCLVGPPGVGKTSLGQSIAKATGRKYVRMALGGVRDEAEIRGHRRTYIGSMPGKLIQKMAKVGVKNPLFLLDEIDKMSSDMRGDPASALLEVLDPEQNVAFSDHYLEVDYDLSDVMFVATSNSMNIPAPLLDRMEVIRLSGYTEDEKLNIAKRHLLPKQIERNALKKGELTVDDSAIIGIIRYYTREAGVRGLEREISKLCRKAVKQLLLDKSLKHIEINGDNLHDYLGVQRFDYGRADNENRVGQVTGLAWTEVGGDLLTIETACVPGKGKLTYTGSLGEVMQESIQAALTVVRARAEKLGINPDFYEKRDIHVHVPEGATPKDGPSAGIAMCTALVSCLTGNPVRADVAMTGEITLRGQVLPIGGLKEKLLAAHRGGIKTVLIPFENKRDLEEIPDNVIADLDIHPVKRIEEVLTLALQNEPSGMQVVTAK
DNMT1 inh – blocks human DNA methyltransferase DNMT1; P26358; DNMT1 molecular beacon, Hinp1I cleavage, fluorescence; 360,000 compounds, 0.83% hits; inhibition (reported as % activation of signal), % at 10 µM; in the data active = inhibition above about 50%
SUMO1-SIM PPI – SUMO1-SIM interaction modulation. SUMO1 binding to a labelled peptide, TR-FRET, 1 h. AID 602429. 360,000 compounds, 0.33% hits. inhibition, % at 20 µM. P63165; in the data active = inhibition above about 37%
Scp1 inh – blocks human Scp-1 phosphatase activity; 340,000 compounds, 0.88% hits; inhibition, % at 20 µM; Q9GZU7; Recombinant Scp1, phosphopeptide, malachite green phosphate absorbance; AID 493091;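 active = inhibition above about 50% at 20 µM, limit read from the data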;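 note: plate controls were DMSO wells with enzyme for no effect and wells lacking enzyme for full effect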
Target sequence (Q9GZU7 76-261 limits assumed): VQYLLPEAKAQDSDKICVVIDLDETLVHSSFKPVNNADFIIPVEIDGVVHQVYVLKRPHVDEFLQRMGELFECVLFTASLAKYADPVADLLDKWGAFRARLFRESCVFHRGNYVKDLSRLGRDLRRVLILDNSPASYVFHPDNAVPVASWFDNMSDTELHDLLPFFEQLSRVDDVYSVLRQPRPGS
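Material: truncated SCP-1 phosphatase (76-261aa) / Buffer or medium: 50 mM Tris acetate pH 5.5, 0.005% Tween-20, 10 mM MgCl2 / Compound dosing: one concentration, 20 µM, with 1.0% DMSO / Incubation: 45 min room-temperature reaction, 5 min colour, 30 min stabiliser / Detection: colorimetric free-phosphate detection, absorbance 630 nm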
CendR NRP1 mod – NRP-1/CendR interaction modulation; FAM-RPARPAR peptide binding to NRP-1, fluorescence polarization; inhibition, % at 25 µM; 360,000 compounds, 0.85% hits;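 active = inhibition or corrected inhibition above about 18%, plus a signal ratio from 0.5 to 1.5, limit read from the data, passing the limit was not always enough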; note: strong numbers were not always called active
An asterisk follows results filed as active.

Screening CCCCCCCCCCCCC/C=C/[C@@H](O)[C@@H](N)CO returned MsrA inhibitor -1.8, Tb MetRS inh -0.8, STEP inh 4.5, MsrA act 2.3, LMPTP inh -7.6, eLon inh 2.4, DNMT1 inh -50.4, SUMO1-SIM PPI -50.6, Scp1 inh -9.0 and CendR NRP1 mod 3.4.
Screening Fc1ccccc1CSc1nnc(Cn2cnc3ccccc32)n1-c1ccccc1 returned MsrA inhibitor 0.9, Tb MetRS inh -0.3, STEP inh -0.4, MsrA act 1.0, LMPTP inh -0.8, eLon inh -0.9, DNMT1 inh 7.3, SUMO1-SIM PPI 1.4, Scp1 inh 0.2 and CendR NRP1 mod -1.0.
`CC(=O)OCC(=O)C1CCC2C3CC=C4CC(O)CCC4(C)C3CCC12C` (centres undefined) gave MsrA inhibitor -0.5, Tb MetRS inh -1.0, STEP inh -2.7, MsrA act -7.0, LMPTP inh -0.2, eLon inh -2.2, DNMT1 inh 4.6, SUMO1-SIM PPI -2.0, Scp1 inh -11.7 and CendR NRP1 mod -6.0.
For CCOc1ccc(OC(=O)c2cccc(S(=O)(=O)N3CCN(C)CC3)c2)cc1 the results were MsrA inhibitor -0.2, Tb MetRS inh 0.2, STEP inh 3.8, MsrA act -1.4, LMPTP inh -0.8, eLon inh -2.3, DNMT1 inh 2.0, SUMO1-SIM PPI 1.5, Scp1 inh 1.4 and CendR NRP1 mod 8.7.
Screening CCOc1ccc(N(CC(=O)NCc2ccc(OC)cc2)S(=O)(=O)c2c(C)noc2C)cc1 returned MsrA inhibitor 0.9, Tb MetRS inh -0.6, STEP inh -4.4, MsrA act -6.2, LMPTP inh 0.0, eLon inh -9.6, DNMT1 inh 0.7, SUMO1-SIM PPI 3.4, Scp1 inh -4.0 and CendR NRP1 mod -1.0.
`Cc1ccc(OCCNC(=O)CNC(=O)c2ccc(C)cc2)cc1` gave MsrA inhibitor -0.3, Tb MetRS inh 0.1, STEP inh -2.6, MsrA act -1.5, LMPTP inh 0.6, eLon inh -1.2, DNMT1 inh 1.1, SUMO1-SIM PPI -1.3, Scp1 inh -2.2 and CendR NRP1 mod -3.1.
`CCn1ccnc1CN(C)C(=O)CCc1nnc(CCC2CCCCC2)o1` gave MsrA inhibitor -0.7, Tb MetRS inh -0.3, STEP inh -1.5, MsrA act -2.5, LMPTP inh 0.1, eLon inh -4.6, DNMT1 inh -0.3, SUMO1-SIM PPI 0.2, Scp1 inh -4.1 and CendR NRP1 mod 14.6.
Screening CCN(CC)S(=O)(=O)c1ccc2oc(Nc3ccc4c(c3)OCCO4)nc2c1 returned MsrA inhibitor 0.6, Tb MetRS inh 0.6, STEP inh 0.0, MsrA act -2.4, LMPTP inh 1.0, eLon inh 6.9, DNMT1 inh -7.6, SUMO1-SIM PPI 0.7, Scp1 inh -11.9 and CendR NRP1 mod 7.3.
Screening CN(CC(=O)Nc1cccc(Cl)c1)S(=O)(=O)c1ccc2c(c1)n(C)c(=O)c(=O)n2C returned MsrA inhibitor 0.5, Tb MetRS inh -0.9, STEP inh -2.1, MsrA act -10.3, LMPTP inh -1.9, eLon inh -3.4, DNMT1 inh -1.0, SUMO1-SIM PPI 8.2, Scp1 inh 2.3 and CendR NRP1 mod 1.6.
`CCN(C(=O)c1ccc(NC(C)=O)cc1)c1ccccc1C` gave MsrA inhibitor 0.5, Tb MetRS inh -0.1, STEP inh -1.9, MsrA act -0.5, LMPTP inh 0.5, eLon inh -2.1, DNMT1 inh -1.6, SUMO1-SIM PPI -1.1, Scp1 inh -6.9 and CendR NRP1 mod 4.5.
`COc1cccc(C(=O)Nc2c3c(nn2-c2cccc(C)c2C)CS(=O)C3)c1OC` (centres undefined) gave MsrA inhibitor -1.1, Tb MetRS inh 0.4, STEP inh -1.6, MsrA act -0.7, LMPTP inh 0.1, eLon inh 0.1, DNMT1 inh 0.6, SUMO1-SIM PPI 0.2, Scp1 inh -6.1 and CendR NRP1 mod 6.7.
Screening COc1ccc(OCCOc2ccc(S(=O)(=O)N3CCCC3)cc2[N+](=O)[O-])cc1 returned MsrA inhibitor -0.3, Tb MetRS inh -0.4, STEP inh 2.2, MsrA act -2.5, LMPTP inh 1.1, eLon inh 2.4, DNMT1 inh -4.9, SUMO1-SIM PPI -20.4, Scp1 inh -9.0 and CendR NRP1 mod -5.7.
`CCn1c(C)nc2cc(C(=O)NNC(=S)NC(=O)c3ccccc3)ccc21` gave MsrA inhibitor 1.2, Tb MetRS inh -0.7, STEP inh 1.9, MsrA act -6.0, LMPTP inh 1.5, eLon inh 8.2, DNMT1 inh -0.1, SUMO1-SIM PPI -2.3, Scp1 inh 0.2 and CendR NRP1 mod -3.8.
Nc1nn(-c2ccccc2)c2ccc([N+](=O)[O-])cc12 was read as MsrA inhibitor 1.0, Tb MetRS inh -0.2, STEP inh 0.7, MsrA act -4.6, LMPTP inh 0.4, eLon inh -5.9, DNMT1 inh -2.0, SUMO1-SIM PPI -51.1, Scp1 inh -9.1 and CendR NRP1 mod -11.6.
Screening CC(=O)Nc1ccc(-c2ccnc3c2CC(C(=O)Nc2ccccc2)O3)cc1 (centres undefined) returned MsrA inhibitor 2.0, Tb MetRS inh -0.7, STEP inh -2.6, MsrA act -9.7, LMPTP inh 0.7, eLon inh 5.5, DNMT1 inh 2.1, SUMO1-SIM PPI 2.1 and CendR NRP1 mod -5.2.
`CSc1nc2nccc(-c3ccc(-c4ccccc4)cc3)n2n1` gave MsrA inhibitor 0.4, Tb MetRS inh -0.4, STEP inh 0.2, MsrA act -0.6, LMPTP inh 8.5, eLon inh -14.3, DNMT1 inh -3.6, SUMO1-SIM PPI 11.2, Scp1 inh 46.4 and CendR NRP1 mod -6.2.
CCCN(C)C1CN(Cc2cn(Cc3cccc(C(F)(F)F)c3)nn2)S(=O)(=O)C1 (centres undefined) was read as MsrA inhibitor -0.2, Tb MetRS inh -1.1, MsrA act -10.3, LMPTP inh -0.8, eLon inh 2.2, SUMO1-SIM PPI 0.5 and CendR NRP1 mod -12.6.
CN(C)S(=O)(=O)c1cccc(NC(=O)c2ccccc2OCc2ccc(F)cc2)c1 was read as MsrA inhibitor 0.3, Tb MetRS inh -0.8, STEP inh -0.6, MsrA act -13.6, LMPTP inh 3.1, eLon inh 8.5, DNMT1 inh 1.5, SUMO1-SIM PPI 5.8, Scp1 inh -9.8 and CendR NRP1 mod -6.5.
Cc1cc2ncn(CCCCOc3ccccc3)c2cc1C was read as MsrA inhibitor 0.0, Tb MetRS inh -0.7, STEP inh 0.3, MsrA act -7.0, LMPTP inh 1.5, eLon inh -8.6, DNMT1 inh -6.7, SUMO1-SIM PPI 0.1, Scp1 inh -4.7 and CendR NRP1 mod 0.5.
For C=CCN(C(=O)COC(=O)c1cc[n+]([O-])cc1)c1nc(-c2ccccc2)cs1 the results were MsrA inhibitor -0.3, Tb MetRS inh 0.0, STEP inh 0.7, MsrA act -8.5, LMPTP inh 0.1, eLon inh 2.6, DNMT1 inh -11.2, SUMO1-SIM PPI -19.4, Scp1 inh -4.8 and CendR NRP1 mod -4.2.
For COc1cc(C2C(C#N)=C(N)Oc3n[nH]c(-c4cccnc4)c32)ccc1OCC(N)=O (centres undefined) the results were MsrA inhibitor 0.3, Tb MetRS inh -0.4, STEP inh 1.4, MsrA act 0.8, LMPTP inh -0.9, eLon inh -6.8, DNMT1 inh -0.5, SUMO1-SIM PPI -2.8, Scp1 inh -4.1 and CendR NRP1 mod 0.2.
CC1=C(C(=O)Nc2ccccc2C(=O)NCCCN2CCN(C)CC2)SCCO1 was read as MsrA inhibitor 0.6, Tb MetRS inh -0.8, STEP inh -3.2, MsrA act -11.1, LMPTP inh -5.5, eLon inh 10.1, DNMT1 inh 2.3, SUMO1-SIM PPI 2.7, Scp1 inh 5.9 and CendR NRP1 mod 0.7.
CCOc1ccc2c(c1)C(=NNC(=O)c1ccncc1)c1cc(OCC)ccc1-2 was read as MsrA inhibitor 0.6, Tb MetRS inh -0.7, STEP inh 5.5, MsrA act -2.9, LMPTP inh 9.7, eLon inh -2.5, DNMT1 inh -12.1, SUMO1-SIM PPI -23.4, Scp1 inh -7.0 and CendR NRP1 mod -5.1.
For O=C(CCc1n[nH]c(=O)[nH]c1=O)N1CCOCC1 the results were MsrA inhibitor -0.2, Tb MetRS inh -0.4, STEP inh -0.5, MsrA act -1.1, LMPTP inh 0.1, eLon inh -5.1, DNMT1 inh -0.2, SUMO1-SIM PPI 0.5, Scp1 inh -2.8 and CendR NRP1 mod -6.4.
Screening COc1ccc(C(=O)N2CC3(CC(c4ccc(Cl)cc4)=NO3)C[C@H]2C(=O)NCC(N)=O)cc1 (some centres undefined) returned MsrA inhibitor 1.3, Tb MetRS inh -0.1, STEP inh -2.3, MsrA act -0.8, LMPTP inh -0.8, eLon inh 2.7, DNMT1 inh 0.9, SUMO1-SIM PPI 4.4, Scp1 inh -3.0 and CendR NRP1 mod 10.2.
CCS(=O)(=O)C1=NSC2=NC(=O)/C(=C\c3ccc(OS(=O)(=O)c4ccccc4)c(OC)c3)C(=N)N21 was read as Tb MetRS inh -0.2, STEP inh 1.4, MsrA act -2.5, LMPTP inh 2.3, eLon inh -30.6, DNMT1 inh -9.6, SUMO1-SIM PPI 13.1, Scp1 inh 6.8 and CendR NRP1 mod -80.5.
For COc1ccc(-c2nnc3n2-c2ccccc2SC3)cc1OC the results were MsrA inhibitor -0.3, Tb MetRS inh 0.1, STEP inh -4.3, MsrA act 2.2, LMPTP inh -3.4, eLon inh 5.8, DNMT1 inh 0.5, SUMO1-SIM PPI -1.9, Scp1 inh 8.5 and CendR NRP1 mod 11.3.
For O=C(CCC(=O)c1cccs1)NNC(=O)c1ccccc1Cl the results were MsrA inhibitor -0.1, Tb MetRS inh -0.5, STEP inh 2.7, MsrA act -2.6, LMPTP inh -1.1, eLon inh -2.3, DNMT1 inh 0.0, SUMO1-SIM PPI -2.5, Scp1 inh -4.9 and CendR NRP1 mod 27.0*.
Screening COc1ccc(/C=C2\SC(=S)N(CCC(=O)NCCCN3CCOCC3)C2=O)cc1 returned MsrA inhibitor 1.0, Tb MetRS inh 0.6, STEP inh 3.4, MsrA act -5.7, LMPTP inh -3.2, eLon inh -1.1, DNMT1 inh 1.6, SUMO1-SIM PPI -43.9, Scp1 inh -2.3 and CendR NRP1 mod 9.8.

High-throughput results: PubChem BioAssay, several laboratories

Rows are unselected; 4.3% or so of the library scored in one or more.
